Screens from PubChem.
TrxR1 substrate – rat thioredoxin reductase 1 substrate activity. 0.01% of 390,000 active. Potency, µM (series often up to 114 µM), for inactives: at the top dose activity change, negative = substrate turnover. O89049. purified TrxR1 substrate turnover, NADPH consumption readout; further: potency means the concentration at half of the fitted maximal effect; on the % scale 0 is the no-effect control and ±100 the full control effect; nearly all actives have a fitted effect of over 50% in size
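Rat TrxR1, dispensed at 90 nM, was prereduced with 400 uM NADPH (final) for 5 min at ~22 deg C, then incubated with compound 15 min before 400 uM selenite. A first-read NADPH fluorescence drop versus no-compound background flagged substrates.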
IDH1 R132H inh – blocks human mutant IDH1 R132H enzyme | O75874 | IDH1-R132H enzyme, NADPH consumption, diaphorase/resazurin fluorescence | Potency, µM (series often up to 76.6 µM), for the others: at the top dose activity change, negative = inhibition, hits mostly inhibitors | 0.093% of 390,000 active; further: potency means the concentration at half of the fitted maximal effect; on the % scale 0 is the no-effect control and ±100 the full control effect; nearly all actives have a fitted effect of over 65% in size
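IDH1-R132H (0.5 ug/mL dispensed) in pH 7.5 Tris buffer was preincubated 30 min with compound, then given a substrate mix of 0.016 mM NADPH and 2 mM alpha-KG for 80 min at room temperature; remaining NADPH was read by diaphorase/resazurin fluorescence.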
USP1-UAF1 inh – USP1/UAF1 (human) deubiquitinase inhibition; O94782; recombinant USP1/UAF1, Ub-Rhodamine cleavage fluorescence; Potency, µM (doses to about 57.1 µM), inactives show at the highest dose activity change, negative = inhibition, actives largely listed as inhibitors; 0.23% of 390,000 active; further: potency means the concentration at half of the fitted maximal effect; on the % scale 0 is the no-effect control and ±100 the full control effect; nearly all actives have a fitted effect of over 60% in size; inactives centre near -12
Target sequence (O94782 whole entry, looked up): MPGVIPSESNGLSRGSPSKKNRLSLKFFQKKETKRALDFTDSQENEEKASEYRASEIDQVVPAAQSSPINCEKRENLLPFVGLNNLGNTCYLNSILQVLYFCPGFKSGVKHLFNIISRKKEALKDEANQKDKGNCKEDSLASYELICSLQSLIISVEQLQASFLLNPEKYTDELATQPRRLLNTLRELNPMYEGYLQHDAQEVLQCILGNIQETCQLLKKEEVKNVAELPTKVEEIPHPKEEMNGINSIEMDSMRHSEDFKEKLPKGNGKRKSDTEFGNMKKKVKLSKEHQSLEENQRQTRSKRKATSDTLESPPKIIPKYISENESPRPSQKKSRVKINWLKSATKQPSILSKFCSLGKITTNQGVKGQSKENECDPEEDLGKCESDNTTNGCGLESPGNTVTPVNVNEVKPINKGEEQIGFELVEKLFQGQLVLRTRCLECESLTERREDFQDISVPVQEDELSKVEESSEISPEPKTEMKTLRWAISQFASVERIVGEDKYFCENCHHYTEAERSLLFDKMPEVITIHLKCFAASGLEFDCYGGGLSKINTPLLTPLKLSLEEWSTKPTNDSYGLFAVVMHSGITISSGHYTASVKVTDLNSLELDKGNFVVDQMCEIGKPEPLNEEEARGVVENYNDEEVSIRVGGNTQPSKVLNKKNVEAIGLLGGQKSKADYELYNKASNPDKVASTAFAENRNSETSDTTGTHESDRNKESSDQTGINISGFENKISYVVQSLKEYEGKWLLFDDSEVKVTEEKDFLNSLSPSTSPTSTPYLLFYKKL
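1 nM enzyme complex + cpd, 15 min RT; start with Ub-Rho 150nM final; kinetic fluorescence ex 480/em 540, 6 reads q60 s. Buffer 50mM HEPES pH 7.8, 0.5mM EDTA, 0.1 mg/ml BSA, 1mM TCEP, 0.01% Tween-20.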
PI4K2A inh – inhibitors of human PI4K2A. activity change, negative = inhibition, % at 76.9 µM. purified PI4K2A, ADP-Glo luminescence, 1 h; active compounds read low. Q9BTU6. 0.13% of 420,000 active; in the data active means activity change below about -50%; inconclusive means mostly about -30% to -49%;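 further: -100% = wells without enzyme as full effect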
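In this quantitative HTS, ADP production by PI4K2A was quantified luminescently after 1 h at ambient temperature; 100 microM adenosine served as plate-quality control.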
Pin1 inhibitor – human Pin1 inhibition; Potency, µM (top dose mostly 115 µM), for inactives: at the highest dose activity, negative = inhibition, most hits filed as inhibitors; Q13526; AID 504891; 0.009% of 390,000 active; Pin1 FP peptide displacement, HiFluor488, 10 min; active means well fitted inhibition curve with a large enough effect in the polarisation, with a control signal flat, not every such curve was filed as active; inconclusive means small, poorly fitted or top-dose-only effect, or effect the other way, or a change in a side signal; inactive means no such curve, though single readings can be large or run the other way; the % refers to the polarisation; further: potency means the concentration at half of the fitted maximal effect; on the % scale 0 is the no-effect control and ±100 the full control effect
rTrxR1 inhibitor – inhibitors of rat thioredoxin reductase 1. O89049. recombinant rTrxR1, NADPH fluorescence consumption, selenite substrate. Potency, µM (top dose mostly 114 µM), inactives show at the top dose activity change, negative = inhibition, usual class: inhibitors. 1% of 390,000 active; further: potency means the concentration at half of the fitted maximal effect; on the % scale 0 is the no-effect control and ±100 the full control effect; nearly all actives have a fitted effect of over 65% in size
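Rat TrxR1 (90 nM in the dispensed reagent) was pre-reduced with 400 uM NADPH for 5 min at room temperature, then incubated with compound for 15 min. After 400 uM selenite was added, NADPH fluorescence (Ex 340/Em 450 nm) was followed for 8 min.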
HP1b binding inh – blocks HP1-beta chromodomain binding to methylated histone tails; P83916; AlphaScreen HP1-beta / biotin-H3K9me3 peptide binding; 0.56% of 390,000 active; Potency, µM (series often up to 114 µM), inactives show at the highest dose activity change, negative = inhibition, hits mostly inhibitors; further: potency means the concentration at half of the fitted maximal effect; nearly all actives have a fitted effect of over 70% in size; inactives centre near 23
Target sequence (P83916 whole entry, looked up): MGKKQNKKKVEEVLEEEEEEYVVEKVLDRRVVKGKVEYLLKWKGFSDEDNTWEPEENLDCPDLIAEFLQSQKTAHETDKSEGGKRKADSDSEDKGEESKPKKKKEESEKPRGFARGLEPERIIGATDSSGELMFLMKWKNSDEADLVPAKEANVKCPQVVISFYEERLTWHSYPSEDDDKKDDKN
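Compound inhibition of the preformed complex between 50 nM HP1-beta and 50 nM biotinylated H3K9me3 peptide was read by AlphaScreen. Buffer was PBS pH 7.4 with 0.01% Tween-20. Incubations ran 30 min at room temperature, with 10 ug/mL donor/acceptor beads.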
Tb PGK inh – T. brucei PGK inhibition | P07378 | PGK/GAPDH coupled, Kinase-Glo luminescence, 60 min | Potency, µM (titrated, usually from 57.5 µM), for inactives: at the highest dose activity change, negative = inhibition, hits mostly inhibitors | 0.043% of 380,000 active; further: potency means the concentration at half of the fitted maximal effect; on the % scale 0 is the no-effect control and ±100 the full control effect; nearly all actives have a fitted effect of over 60% in size
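Recombinant glycosomal PGK reaction used 1,3-bisphosphoglycerate generated in-well by GAPDH (100nM final) in 100mM TEA pH 7.6, 5mM MgCl2, 0.01% Tween-20. After 60 minutes at room temperature, ATP was read by Kinase-Glo Plus luminescence end-point.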
GLS inh – glutaminase GLS (human) inhibition; O94925; 0.21% of 410,000 active; AID 624170; GLS enzymatic activity, qHTS titration; Potency, µM (doses to about 45.5 µM), inactives show top-dose activity change, negative = inhibition, most hits filed as inhibitors; further: potency means the concentration at half of the fitted maximal effect; on the % scale 0 is the no-effect control and ±100 the full control effect
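Compounds were pin-transferred onto hKGA, after which L-glutamine (1 mM solution) and a detection mix of glutamate oxidase, HRP and Amplex Red were added. Initial and 30 min RT fluorescence reads were collected.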
* = called active by the depositor; i = inactive; ? = inconclusive; / = no result given; & = joins results of further samples; [ ] = remark or other dose. Unless noted, the call rests on the fitted dose curve; in most records, active means well fitted curve in the direction sought with a large enough effect; inconclusive means small, poorly fitted or top-dose-only effect, or another doubt; inactive means no such curve, though single readings can be large; an effect the other way counts as inactive or inconclusive. A portion of the library. The share of hits here may be higher or lower than overall.

molecule	TrxR1 substrate	IDH1 R132H inh	USP1-UAF1 inh	PI4K2A inh	Pin1 inhibitor	rTrxR1 inhibitor	HP1b binding inh	Tb PGK inh	GLS inh
O=C(CSc1nncs1)N1CCN(C(=O)c2ccco2)CC1	-2%	-5%	-6%	4	-2%	-14%	3%	-5%	-3%
COc1ccc(CCCc2n[nH]c(=S)n2C)cc1C	-2%	-2%	-13%	3	5%	-15%	?	-2%	7%
CC(C)C(=O)Nc1ccc(-c2nc3ncccc3o2)cc1	376%[activator]	-6%	-13%	4	-4%	56%[activator]	34%	i	-2%
COCCCNC(=O)c1[nH]c2ccccc2c1Sc1ccc(C)cc1	7%	-7%	-18%	2	?	12%	18%	-6%	2%
O=S(=O)(c1ccc(Cl)cc1)N1CCN(c2nc(-c3ccccc3)nc3ccccc23)CC1	3%	/	/	/	-8%	12%	31%	/	/
Cc1cc2c(=O)n(C)c(SCC(=O)Nc3ccc(F)cc3)nc2s1	1%	2%	-14%	-2	-3%	10%	20%[57 µM]	0%	2%
CCOc1cc(C(=O)NCCCNC(=O)c2cc(OCC)c(OCC)c(OCC)c2)cc(OCC)c1OCC	2%	-5%	-20%	5	-5%	28%	14%	1%	-6%
CCOc1ccc(NC(=O)N2CCC(c3nc4ccccc4[nH]3)CC2)cc1	-3%[57.1 µM]	-4%	-14%	2	2%	1%[57.1 µM]	-5%	4%	10%
CCN(CC)C(=O)Cn1cc(SCC(=O)Nc2cc(C)on2)c2ccccc21	6%[57.1 µM]	-5%	-17%	4	-10%	17%[57.1 µM]	14%	4%	-2%
COc1ccc(CNC(=O)C2CCC(CNc3c(N4CCOCC4)c(=O)c3=O)CC2)cc1 (stereo unspecified)	-4%&2%	-2%&-2%	1%&-21%	-3&0	-3%&0%	12%&7%	40%&33%[activator]	-6%&4%	12%&-2%
C/C(=N\Nc1nc(-c2cc(C)ccc2C)cs1)c1cc2ccccc2oc1=O	-13%	0%	-7%	2	1%	-24%	19%	i	6%
Cc1ccc2[nH]cc(C(=O)CN3CCC4(CC3)OCCO4)c2c1	14%	-3%	-3%	-12	-3%	17%	20%	i	4%
CCCCNC(=O)c1c(C)oc2ncn(CC(C)C)c(=O)c12	-16%	-9%	-1%	0	4%	-11%	32%	9%	-4%
Cn1c2ccccc2c(=O)c2cc(C#Cc3ccsc3)ccc21	31%[57.1 µM]	3%	-24%	-6	-17%	-9%[57.1 µM]	87%[activator]	-8%	-3%
COc1ccc([N+](=O)[O-])cc1NC1C2CC3CC(C2)CC1C3 (stereo unspecified)	0%	2%	-10%	-2	-4%	10%	72%[activator]	i	-2%
O=C(O)c1cccc(C(=O)O)c1	2%	-12%	-15%	-3	-5%	4%	31%	10%	0%
O=C(O)C1CCCCN1C(=O)c1ccc(S(=O)(=O)N2CCCCCC2)cc1 (stereo unspecified)	-5%	5%	-8%	-3	?	-10%	22%	-12%	-2%
O=C(NCc1cc(C(F)(F)F)cc(C(F)(F)F)c1)C1CC(c2cccc(F)c2)=NO1 (stereo unspecified)	0%	14%	?	-4	1%	10%	73%	i	1%
Cn1c2ccccc2c2cc([N+](=O)[O-])ccc21	11%[57.1 µM]	1%	-11%	0	-3%	6%[57.1 µM]	27%	-5%	6%
O=C1CC(NNc2nc3ccccc3s2)C(=O)N1c1ccc(F)cc1 (stereo unspecified)	4%	2%	-19%	2	3%	20%	44%[activator]	i	3%
Cc1cc(=O)n(Cc2ccco2)c(=S)[nH]1	/	4%	-8%	4	/	/	/	i	-6%
CC1=C(C(=O)N(C)C)C(c2ccc(C)s2)NC(=S)N1 (stereo unspecified)	-7%[57.1 µM]	4%	-5%	0	6%	22%[57.1 µM]	50%[activator]	-6%	11%
O=C(Nc1cccs1)Nc1ccccc1Br	2%	12%	-18%	-2	-2%	-1%	30%	-7%	11%
Cc1cc(C(=O)OCC(=O)NCc2ccc(Cl)cc2)c(C)o1	3%	-2%	-4%	3	-5%	13%	2%	-4%	-5%
Cc1cnc([N+](=O)[O-])n1CCOC(=O)NC(=O)c1ccccc1	2%	5%	2%	-1	-5%	16%	24%	14%	8%
O=C(c1cccs1)N(C(=O)c1cccs1)c1ccc(Br)cn1	-11%	-1%	-17%	11	-6%	-32%	?	-6%	17%
CCN(CC)S(=O)(=O)c1cccc(NC(=O)c2ccc(Sc3nncn3C)c([N+](=O)[O-])c2)c1	-5%	4%	-28%	1	-3%	-4%	17%	i	-5%
Cc1ccc(-c2nnc(SCc3cccc(C#N)c3)o2)cc1	5%	13%	-24%	-5	9%	9%	13%	-7%	1%
COc1ccc(C(=O)c2ccc(N3CCOCC3)c([N+](=O)[O-])c2)cc1	-14%	12%	-13%	1	?	11%[57.1 µM]	?	-3%	2%
CC(=O)c1cccc(NC(=O)c2c(F)c(F)c(F)c(F)c2F)c1	6%	1%	6%	4	-3%	25%	46%[activator]	-6%	-6%
CC1(C)OC(=O)C(=CNCC(=O)NCC(=O)O)C(=O)O1	0%	4%	-5%	4	-10%	10%[57.1 µM]	11%	-8%	1%
C/C=C1\NC(=O)[C@H](C)NC(=O)[C@@H](NC(=O)[C@@H](Cc2ccc(O)cc2)NC(=O)[C@@H](NC(=O)/C(C)=C/C)C(C)C)[C@@H](C)OC(=O)[C@H](CCCCc2ccc(O)cc2)NC(=O)[C@@H](CCC(=O)O)NC1=O	1%	13%	-19%	-3	-16%	8%	14%	i	4%
O=S(=O)(c1ccc(F)cc1)N1CCN(c2ncccn2)CC1	-8%	-8%	-9%	0	-5%	-12%	48%[activator]	3%	16%
O=C(Cc1cccs1)N1CCC(c2nc3c(nnn3Cc3ccccc3)c(=O)[nH]2)CC1	11%	12%	-14%	2	-12%	16%	14%	20%	11%
NC(=O)CSc1nnc(-c2cnccn2)n1-c1ccccc1	2%	1%	-14%	1	-13%	-7%	25%	-4%	5%
CC1(C)S[C@@H]2[C@H](NC(=O)COc3ccccc3)C(=O)N2C1C(=O)OCc1ccccc1 (stereo partly specified)	0%&2%	5%	2%	1	?	15%&-8%	27%	8%	5%
CN(C1CCCCC1)S(=O)(=O)c1ccc2c(c1)c(=O)c(C(=O)N1CCN(c3ccccc3)CC1)cn2C	1%	10%	-12%	3	5%	3%	53%[activator]	-5%	-5%
CCc1nn(CC(=O)NCCCN(Cc2ccccc2)C(C)C)c(=O)c2cc3sccc3n12	5%	5%	-3%	4	4%	-5%	29%	/	3%
O=C(COC(=O)c1cc([N+](=O)[O-])ccc1N1CCOCC1)Nc1ccccc1OC(F)F	-9%	7%	-17%	-4	5%	3%	-1%	-6%	-2%
CN(C)C(=O)N1CCC(C(=O)NCc2ccc3c(c2)OCO3)CC1	6%[57.1 µM]	3%	-3%	3	10%	-8%[57.1 µM]	14%	-3%	0%
Cc1ccc2cc3cc(C(=O)N(CC(=O)NC4CCCC4)c4cccc(C)c4C)sc3nc2c1	10%[57.1 µM]	0%	-8%	-11	9%	8%[57.1 µM]	13%	-5%	0%
CN1C(=O)c2cccc3c(S(=O)(=O)Nc4cccc(C(=O)O)c4)ccc1c23	-2%	1%	-6%	-3	-3%	19%	25%	-3%	-5%
O=C(CN1C(=O)c2ccccc2C1=O)NC1CCC(O)CC1 (stereo unspecified)	-6%	1%	-15%	-2	-8%	-7%	16%	i	2%
c1cncc(Nc2c3ccccc3nc3ccccc23)c1	-7%	2%	-12%	-1	-5%	-9%[57.1 µM]	-20%	0%	-13%
CN(C)S(=O)(=O)c1cccc(NC(=O)COC(=O)c2cccnc2Cl)c1	0%	1%	-4%	-6	-4%	6%	12%	1%	1%
Cc1ccc(S(=O)(=O)NCCC(=O)NC2CC2)cc1	-1%	3%	1%	-2	26%	12%	?	0%	-1%

Exported as labelled records: part of the list above.
Molecule: CN(C)C(=O)N1CCC(C(=O)NCc2ccc3c(c2)OCO3)CC1
  TrxR1 substrate = 6%[57.1 µM] | IDH1 R132H inh = 3% | USP1-UAF1 inh = -3% | PI4K2A inh = 3 | Pin1 inhibitor = 10% | rTrxR1 inhibitor = -8%[57.1 µM] | HP1b binding inh = 14% | Tb PGK inh = -3% | GLS inh = 0%

Molecule: Cc1ccc2cc3cc(C(=O)N(CC(=O)NC4CCCC4)c4cccc(C)c4C)sc3nc2c1
  TrxR1 substrate = 10%[57.1 µM] | IDH1 R132H inh = 0% | USP1-UAF1 inh = -8% | PI4K2A inh = -11 | Pin1 inhibitor = 9% | rTrxR1 inhibitor = 8%[57.1 µM] | HP1b binding inh = 13% | Tb PGK inh = -5% | GLS inh = 0%
